Assay outcomes (PubChem)
DYRK1A inh – rat Dyrk1A kinase inhibitors, primary screen, biochemical, single point, plate reader; hit rate 0.43% among 310,000; inhibition, % at 12.5 µM; ADP-Glo luminescence, NFATc1 peptide; Dual specificity tyrosine-phosphorylation-regulated kinase 1A (Rattus norvegicus), Q63470; in the data active = inhibition above about 50%;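 note: plate controls were vehicle with enzyme for no effect and no enzyme for full effect; many of its hits are not listed in these tables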
HSF1 inhib – HSF1 inhibitors in luciferase reporter cells, primary screen, cell-based, NIH3T3, luminescence; NIH3T3-HGL HSE-luciferase, MG132-induced, luminescence 8 h; stronger effect = lower value; activity change, negative = inhibition, % at 7.5 µM (by protocol); hit rate 0.77% among 300,000; AID 2098, 2009;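 active = more than half of replicate wells show activity change below -50%, luminescence cut by over half; inconclusive = some wells, but at most half, below -50%; inactive = no replicate well below -50%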;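 note: luciferase reports HSF-1 transcriptional activity via heat shock element; 0% = median of DMSO wells and -100% = zero luminescence signal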
GSK3 alpha inh – blockers of GSK3A enzyme activity – biochemical, luminescence, cell-free homogeneous, HTS, primary screen; Glycogen synthase kinase-3 alpha (Homo sapiens), P49840; GSK-3 alpha kinase, ADP-Glo luminescence, 60 min; inhibition, % at 10 µM; hit rate 0.1% among 320,000;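 in the data active = inhibition above about 50%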;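 note: GST-tagged GSK-3 alpha with peptide substrate and 25 µM ATP; 0% = DMSO neutral wells and 100% = GW8510 positive control wells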
PolyA inh – polyadenylation inhibitors in yeast reporter cells, primary screen, luminescence, S. cerevisiae; S. cerevisiae SKY197-pL101 polyadenylation reporter, beta-gal luminescence; efflux-impaired pdr1/pdr3 knockout yeast; score 100 = 6 SD above DMSO; calls only at 12 µM; hit rate 0.02% among 300,000; AID 1875, 2009;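 active = lowest replicate activity score at least 50, where 100 means six control SD above control mean; inconclusive = lowest score under 50 but half or more replicates reach 50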;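 note: yeast exposed to compound for 9 h at 30 °C; higher score means more reporter readthrough which indicates perturbed polyadenylation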
HSP90 inh – HSP90 inhibitors, primary screen, cell lysate, luminescence. Heat shock protein HSP 90 (rabbit reticulocyte lysate; luciferase refolding). Rabbit reticulocyte lysate, luciferase refolding luminescence, 3 h. inhibition, % at 5.6 µM. hit rate 0.91% among 290,000;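 active = inhibition above the screen-wide mean plus 3 SD, computed separately per campaign, cut at about 16% in these data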;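 note: 0% = DMSO wells and 100% = 60 µM geldanamycin wells; inhibitors lower the luminescence because luciferase stays unfolded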
Platelet DG rel – inhibitors of platelet dense granule secretion, primary screen, cell-based, MLPCN, human platelets; hit rate 0.22% among 300,000; human platelet-rich plasma, SFLLRN dense granule ATP release, luminescence; inhibition, %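 (compounds screened at 7.5 µM in platelet-rich plasma)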;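 active = mean replicate score, as percent of positive control, at or above 50; inconclusive = mean below 50 but at least one replicate at or above 50; inactive = mean and every replicate below 50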
GSK3B inh – human GSK3beta kinase inhibitors, primary screen, biochemical, cell-free homogeneous, HTS; Glycogen synthase kinase-3 beta (Homo sapiens), P49841; GST-GSK3beta kinase, ADP-Glo luminescence, 60 min; stronger effect = lower value; activity score (negative = inhibition), % at 10 µM; hit rate 0.038% among 300,000; AID 2097, 2009;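 active = more than half of replicate wells score below -50%, meaning over 50% inhibition versus plate controls; inconclusive = some replicates but at most half score below -50%; inactive = no replicate scores below -50%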;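 note: 0% = median DMSO wells and -100% = median GW8510 positive control wells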
Target sequence (P49841 whole entry, looked up): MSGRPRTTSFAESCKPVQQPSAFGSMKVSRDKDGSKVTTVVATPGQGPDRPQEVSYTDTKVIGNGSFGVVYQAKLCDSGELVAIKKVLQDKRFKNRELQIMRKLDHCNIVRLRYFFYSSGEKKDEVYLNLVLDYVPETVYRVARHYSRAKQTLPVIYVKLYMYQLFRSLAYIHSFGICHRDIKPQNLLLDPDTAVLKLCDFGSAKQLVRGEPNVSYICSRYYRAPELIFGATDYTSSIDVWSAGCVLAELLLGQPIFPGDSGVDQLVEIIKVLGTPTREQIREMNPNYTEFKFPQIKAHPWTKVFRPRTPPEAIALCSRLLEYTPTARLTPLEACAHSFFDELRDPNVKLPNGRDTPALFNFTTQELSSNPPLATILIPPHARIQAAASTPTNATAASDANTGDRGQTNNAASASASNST
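test system = GST-tagged human GSK3beta kinase, cell-free | reagent = 25 µM ATP with peptide substrate | dosing = one dose of 10 µM per compound | schedule = 60 min reaction, RT | detection = luminescent ADP-Glo measurement of ADP formed | control set = DMSO neutral wells and GW8510 at 20 µM as positive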
HSF1 activator – HSF-1 activators, primary screen, NIH3T3-HGL cells, MG132 stress, luminescence, single point. NIH3T3-HGL HSF-1 luciferase reporter, 8 h; 100% = twice DMSO control signal. activation, % at 9 µM. hit rate 1.7% among 300,000. AID 504408, 2011;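 active = mean replicate activation of at least 50% with a set share of replicates each reaching 50%; inconclusive = only one of those two conditions met; inactive = mean below 50% and too few replicates reaching it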;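 note: 0% = median of the neutral control wells and 100% = twice that signal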
HDAC3 inhib – HDAC3 deacetylase inhibitors, primary screen, biochemical, fluorescence, cell-free homogeneous; Histone deacetylase 3 (Homo sapiens), O15379; recombinant HDAC3, fluorogenic peptide/trypsin coupled; inhibition, % at 8.3 µM; hit rate 0.15% among 320,000; AID 2718, 2010; in the data active = inhibition above about 26%, passing the limit was not always enough; inconclusive = no clear call, values can overlap the other calls
Target sequence (O15379 whole entry, looked up): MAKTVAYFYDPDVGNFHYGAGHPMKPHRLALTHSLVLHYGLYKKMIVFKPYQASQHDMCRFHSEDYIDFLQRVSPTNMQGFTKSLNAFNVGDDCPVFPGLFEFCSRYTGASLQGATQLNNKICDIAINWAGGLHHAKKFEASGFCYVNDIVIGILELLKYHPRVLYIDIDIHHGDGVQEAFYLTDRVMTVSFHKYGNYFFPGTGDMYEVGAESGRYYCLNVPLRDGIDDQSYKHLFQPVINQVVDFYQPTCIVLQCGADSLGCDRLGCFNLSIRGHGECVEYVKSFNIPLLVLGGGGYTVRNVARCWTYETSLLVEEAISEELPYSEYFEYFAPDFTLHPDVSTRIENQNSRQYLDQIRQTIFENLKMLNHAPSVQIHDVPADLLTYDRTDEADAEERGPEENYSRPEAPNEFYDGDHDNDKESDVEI
AI-2 QS mod – Vibrio harveyi AI-2 quorum sensing modulators, primary screen, JMH597 strain, luminescence/OD600 ratio. hit rate 0.4% among 300,000. AID 2094, 2009. Vibrio harveyi JMH597 AI-2 luminescence/OD600 ratio, 9 h; stronger effect = lower value; strain lacks LuxN and CqsS sensors; 0 = neutral-control median. activity change, % at 7.5 µM; in the data active = activity change below about -75%, passing the limit was not always enough; inconclusive = no clear call, values can overlap the other calls;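 note: luminescence divided by OD600 gain over 9 h not by final OD600 alone; inactives centre near 13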
An asterisk follows results filed as active; i = inactive; ? = inconclusive; · = no result given. Only part of the results is shown; rates above refer to the full screens.

SMILES	DYRK1A inh	HSF1 inhib	GSK3 alpha inh	PolyA inh	HSP90 inh	Platelet DG rel	GSK3B inh	HSF1 activator	HDAC3 inhib	AI-2 QS mod
O=C(CSc1ccccc1C(=O)O)NC1CCCCCCC1	-10	8	-2	i	-1	5	9	0	-11	16
CC(NC(=O)Nc1ccccc1)C(c1ccccc1)N1CCOCC1 (centres undefined)	-4	1	-2	i	-3	4	5	-3	-7	18
O=C(Cn1cc2c(n1)CCCC2)NC1CCCCCC1	-1	6	·	i	0	0	1	0	3	2
Cc1ccccc1C(=O)Nc1nnc(-c2ccco2)s1	0	-8	0	i	8	4	-8	-14	0	5
CCO[C@@H]1OC(C(=O)NC2CC2)=C[C@H](C2CCCCC2)[C@H]1CCCO	-4	-4	-1	i	·	0	3	-21	9	9
Cc1ccc(CC(=O)Nc2nncs2)cc1	-1	-3	2	i	2	1	2	13	·	10
c1ccc2cc(CNCc3cccc4ccccc34)ccc2c1	10	-2	-1	i	10	-6	1	-2	1	10
Fc1ccccc1CNCC1CCCO1 (centres undefined)	14	5	·	i	4	-1	-1	7	·	18
O=C1c2ccccc2CSc2c(O)cccc21	·	4	-2	i	·	3	-2	21	?	6
Cn1ccc(-c2ccccc2)n1	4	-1	0	i	1	0	4	1	0	30
COc1ccc(CN(CC(=O)NCc2ccc(F)cc2)C(=O)c2csnn2)cc1	-8	6	2	i	-4	-5	·	21	-2	·
Cc1ccc(C(=O)NC2CCN(C(=O)Nc3ccc(F)cc3)CC2)cc1	0	4	5	i	-2	-1	-1	-2	15	11
Cn1c(SCC(=O)c2ccc3c(c2)OCCO3)nnc1C(F)(F)F	·	3	-4	i	2	2	1	15	-3	8
O=C(CSc1n[nH]c(=O)n1C1CC1)Nc1ccc(Cl)c(Cl)c1	10	10	4	i	0	-1	5	8	·	-83*
COc1cccc(/C(O)=C2/C(=O)C(=O)N(CCN3CCOCC3)C2c2cccs2)c1 (centres undefined)	-3	4	0	i	-2	·	-3	2	-1	12
CCC(C(=O)NCc1cccc(C)c1)n1nc(C)c2c(C)n(-c3ccccc3)nc2c1=O (centres undefined)	-2	0	-1	i	0	15	0	-4	2	32
CC(/C=N/NC(=O)Cn1nccc1C)=C\c1ccc(C(C)C)cc1	-1	-10	-1	i	7	-8	0	-1	17	32
Nc1nc(SCC(=O)Nc2ccc(Oc3ccccc3)cc2)n[nH]1	6	-3	1	i	-9	-3	2	-15	0	-90*
CCc1nnc(NC(=O)c2ccc(COc3cccc(C)c3)o2)s1	-2	-9	-3	i	1	6	-2	9	4	14
O=C(CSc1nc(-c2ccco2)cc(C(F)(F)F)n1)N1CCN(c2ccc(Cl)cc2)CC1	-4	-1	1	i	-3	7	2	12	14	29
COc1cc(/C=C/C(=O)Nc2ccc(C)cc2)cc(OC)c1OC	5	-1	-1	i	-2	0	-1	18	2	0
CC1CCCC(C)N1/N=C/c1ccccc1C(=O)O (centres undefined)	·	1	-2	i	0	1	3	-1	-1	40
C(=N\Nc1ncnc2sc3c(c12)CCC3)/c1cccs1	21	-17	17	i	0	-11	-3	-10	2	6
CN(CCC#N)C(=O)CSc1nnc(-c2c[nH]c3ccccc23)o1	7	3	-1	i	-1	-7	-2	-2	4	16
CC1CC(C)CN(CC(=O)c2cccs2)C1 (centres undefined)	6	7	-1	i	-3	-1	-2	-11	-2	12
Cc1nc(NC(=S)NC(=O)c2ccccc2)sc1C(=O)N(C)C	-5	2	0	i	2	-24	-1	1	0	5
O=C(O)c1ccccc1-n1cnnn1	-10	2	2	i	-3	14	4	3	3	0
Cc1ccnn1CCC(=O)N1CCCC(CCC(=O)N2CCN(c3ccccn3)CC2)C1 (centres undefined)	1	0	0	i	-2	-2	3	11	-2	1
Cc1cc2c(c(=O)n1Cc1cccnc1)C(c1ccccc1)C(C#N)=C(N)O2 (centres undefined)	2	-7	2	i	1	5	-1	5	-6	16
O=C1N=C(N2CCOCC2)S/C1=C\c1cccs1	20	15	0	i	-5	5	0	28	1	18
CCCCn1c(N)c(N(CC(C)C)C(=O)c2cc(C)nc3ccccc23)c(=O)[nH]c1=O	-2	-5	-1	i	·	-16	4	-7	-9	11
O=C(Nc1nnc(-c2ccco2)o1)c1ccc(Cl)s1	-7	-2	-3	i	5	14	-5	-7	-4	11
COc1ccc(C(=O)NC2CCN(S(=O)(=O)c3ccc(F)cc3)CC2)cc1	4	7	-1	i	5	17	-5	2	2	-6
Cn1c2ccccc2c2cc(C(=O)N3CCOCC3)sc21	-4	8	-1	i	3	1	-2	-1	5	19
Cc1cn(C(=O)c2ccccc2)c(=S)n1-c1ccc(Cl)cc1	1	12	0	i	-1	-2	-4	0	-3	27
O=C(COC(=O)c1ccccc1)NCc1cccs1	-40	0	-1	i	0	3	4	-2	5	26
CC(=O)c1ccc(Sc2ccccc2)c([N+](=O)[O-])c1	8	-1	-1	·	0	1	5	-8	-2	19
O=c1cc(-c2ccc(Cl)cc2)oc(=O)[nH]1	·	-1	1	i	3	4	0	4	1	31
O=C(COc1ccc(Br)cc1)NCc1ccccn1	7	4	-5	i	3	-3	2	22	·	4
Cc1cc(C)c(NC(=O)CCCC(=O)O)c(Cl)c1	2	-7	-2	i	1	5	1	-11	-3	27
Cc1ccc(CNS(=O)(=O)c2ccc(F)c(F)c2)n1C	0	5	-1	i	2	-8	-1	-10	4	2
O=C(Cc1ccccc1F)Nc1cc(Cl)ccc1N1CCCC1	-1	-9	-3	i	3	-8	0	6	0	17
CS(=O)(=O)c1[nH]nc(-c2ccccc2)c1C#N	0	-2	-2	i	3	-10	0	-2	1	17
CCc1ccc(N2C(=O)CN(Cc3cccs3)C2=S)cc1	·	7	4	i	5	12	0	6	3	8
COc1cccc(CNC(=O)c2cc3c(cc2Cl)N2CCCCCC2=NS3(=O)=O)c1	7	-6	1	i	·	0	6	1	-4	37
COc1ccc(S(=O)(=O)N2CCN(c3ccc(C)cc3C)CC2)cc1OC	13	-6	·	i	-1	3	-1	2	5	28
COc1cc2nc(C3CCC3)n(NC(=O)C3CCCC(OC)C3)c(=O)c2cc1OC (centres undefined)	-9	4	-1	i	·	-1	-5	-17	-1	23
Cc1ccccc1NC(=O)C1CCCN1C(=O)NC1CCCCC1 (centres undefined)	0	3	0	i	-1	-10	0	3	-3	25
COc1ccc(C(=O)NC23CC4CC(CC(C4)C2)C3)cc1	1	7	-2	i	-4	-1	0	-4	-1	19
Cn1nc(-c2ccc(Cl)cc2)c2cc(C(=O)N3CCCC3)sc21	-7	-5	-6	·	2	1	1	-3	-2	9
Cc1cccc2nc(CSc3ccccc3C(=O)O)cn12	-4	-7	-3	i	3	2	-1	3	0	16
CC1CCN(C(=O)c2ccccc2NC(=O)c2cccc(S(=O)(=O)N(C)C)c2)CC1	1	-5	1	i	1	-4	1	-23	-2	15
CCC(=O)N1CCCc2cc(S(=O)(=O)N3CCN(C4CCCCC4)CC3)ccc21	14	-3	0	i	·	-1	1	-6	6	14
Cc1ccc2c(c1)[nH]c1c(=O)n(CCN3CCNCC3)cnc12	6	1	·	i	0	-9	2	2	·	23
CCOC(=O)CNC(=O)CSc1nnc(CCc2nc3ccccc3[nH]2)n1C	·	-7	·	i	0	1	4	-15	0	7
CC(C)CN1CCN(Cc2nc3ccccc3s2)CC1CCO (centres undefined)	8	-11	0	i	-2	-1	0	-1	0	18
O=C(NC1CCCC1)C1CCCN(S(=O)(=O)c2cnc[nH]2)C1 (centres undefined)	-8	-9	-2	i	0	-4	-2	-27	-2	20
CC(C)Cn1c(N)c(C(=O)COC(=O)c2cnc(Cl)c(Cl)c2)c(=O)n(C)c1=O	·	4	2	i	6	-4	3	23	6	15
COC(=O)CN(c1ccc(F)cc1)S(=O)(=O)c1ccc2c(c1)OCCO2	2	-5	-2	i	-1	-20	-4	-1	-2	27
O=C1NCC(COc2ccc(Cl)cc2)O1 (centres undefined)	4	-17	0	i	0	5	1	-28	3	12
Additional records follow.
SMILES	DYRK1A inh	HSF1 inhib	GSK3 alpha inh	PolyA inh	HSP90 inh	Platelet DG rel	GSK3B inh	HSF1 activator	HDAC3 inhib	AI-2 QS mod
O=C1CC(N2CCN(S(=O)(=O)c3cccc(C(F)(F)F)c3)CC2)C(=O)N1Cc1ccccc1 (centres undefined)	0	-1	0	i	4	-6	-2	3	2	18
Cc1cc(C)n(-c2nc(C(=O)O)cs2)n1	3	4	-4	i	1	-7	3	8	6	0
Cc1ccc(Sc2ncccc2C(=O)O)c(C)c1	1	-7	-8	i	1	13	-1	-3	6	-88*
Cc1ccc(N2C(=O)CCSC23C(=O)Nc2ccccc23)cc1 (centres undefined)	6	-2	-2	i	3	1	0	-3	4	-10
CCCCc1c(O)nc(SC2CC(=O)N(c3ccc(C(=O)OCC)cc3)C2=O)[nH]c1=O (centres undefined)	7	3	·	i	0	-1	3	-11	-7	11
O=C(c1ccccc1)C(Sc1ncn[nH]1)c1ccccc1 (centres undefined)	11	-1	-4	i	-1	1	-1	7	14	29
CC(=O)N(CCC(c1ccco1)C(C)C)Cc1ccc(Cl)cc1 (centres undefined)	·	14	-1	i	1	-1	-1	17	5	4
Cc1cc(C(=O)CN2CCCC2)c(C)n1-c1ccc(Cl)cc1	·	-3	-2	i	0	6	-3	-1	-3	11
O=C(N/N=C/c1ccc(C(=O)O)cc1)C1=NNC(c2ccccc2)(c2ccccc2)C1	11	-3	-11	i	-2	1	-4	-2	5	17
COCCNC(=O)CSCc1nc(-c2ccc(SC)cc2)oc1C	-7	-15	-10	i	7	4	-2	-13	?	25
NC(=O)CC[C@H](NC(=O)c1ccc(F)cc1)C(=O)OCC(=O)Nc1ccc(N2CCOCC2)cc1	2	-10	-4	i	0	-16	-2	4	-2	10
CCOc1ccc(NC(=O)N2CCN(CC)CC2)cc1	2	-5	-5	i	-2	3	0	-5	-7	-1
